Bioassay records as filed in PubChem.
NSD2 block = NSD2 (human) methyltransferase inhibition. 0.07% of 44,000 active. NSD2-SET H3K36me1 DELFIA fluorescence, biochemical. O96028. AID 624260. inhibition, % at 12.5 µM; in the data active = inhibition above about 54%, passing the limit was not always enough;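 also: inhibitors reduce the monomethyl H3K36 fluorescence signal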
Target sequence (O96028 whole entry, looked up): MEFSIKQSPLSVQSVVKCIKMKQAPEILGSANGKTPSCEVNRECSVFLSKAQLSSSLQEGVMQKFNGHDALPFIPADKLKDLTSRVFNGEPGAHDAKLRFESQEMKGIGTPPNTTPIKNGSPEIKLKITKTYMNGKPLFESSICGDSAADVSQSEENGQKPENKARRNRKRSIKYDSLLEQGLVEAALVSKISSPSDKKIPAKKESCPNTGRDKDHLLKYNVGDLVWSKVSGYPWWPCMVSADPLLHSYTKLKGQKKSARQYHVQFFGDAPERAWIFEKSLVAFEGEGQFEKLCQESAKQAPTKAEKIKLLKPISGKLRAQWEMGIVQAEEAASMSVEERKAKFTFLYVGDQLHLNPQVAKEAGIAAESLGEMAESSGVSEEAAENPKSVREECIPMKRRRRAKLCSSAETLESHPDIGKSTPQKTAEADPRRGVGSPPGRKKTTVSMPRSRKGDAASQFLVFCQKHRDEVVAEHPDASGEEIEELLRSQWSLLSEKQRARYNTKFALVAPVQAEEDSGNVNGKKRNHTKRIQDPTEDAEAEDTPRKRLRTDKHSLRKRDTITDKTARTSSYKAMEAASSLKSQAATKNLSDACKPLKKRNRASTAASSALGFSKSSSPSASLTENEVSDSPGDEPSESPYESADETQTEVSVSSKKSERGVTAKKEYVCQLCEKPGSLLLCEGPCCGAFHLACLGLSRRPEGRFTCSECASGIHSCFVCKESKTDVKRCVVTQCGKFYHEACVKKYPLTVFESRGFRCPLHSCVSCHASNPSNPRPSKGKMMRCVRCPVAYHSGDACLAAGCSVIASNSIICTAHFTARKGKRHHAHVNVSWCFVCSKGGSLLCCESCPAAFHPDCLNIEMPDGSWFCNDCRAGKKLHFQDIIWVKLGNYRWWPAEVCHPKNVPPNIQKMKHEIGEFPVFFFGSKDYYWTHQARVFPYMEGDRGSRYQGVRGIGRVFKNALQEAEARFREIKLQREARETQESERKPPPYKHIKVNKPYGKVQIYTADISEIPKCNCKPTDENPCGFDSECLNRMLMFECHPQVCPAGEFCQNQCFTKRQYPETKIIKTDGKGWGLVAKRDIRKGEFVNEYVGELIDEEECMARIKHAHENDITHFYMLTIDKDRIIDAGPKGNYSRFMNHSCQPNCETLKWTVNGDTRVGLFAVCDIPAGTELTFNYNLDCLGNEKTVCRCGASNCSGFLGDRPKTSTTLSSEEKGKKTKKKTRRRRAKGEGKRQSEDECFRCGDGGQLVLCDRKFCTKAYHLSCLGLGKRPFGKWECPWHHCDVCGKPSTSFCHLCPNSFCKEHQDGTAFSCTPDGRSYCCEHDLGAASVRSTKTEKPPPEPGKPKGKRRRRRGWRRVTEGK
* hit, by the source's call.

Screening C[C@H]1CN([C@@H](C)CO)C(=O)c2cc(Br)cnc2O[C@@H]1CN(C)C(=O)c1ccc(F)cc1 returned NSD2 block -14.
Screening C[C@@H]1CN([C@@H](C)CO)C(=O)c2cc(NC(=O)c3ccccc3)ccc2O[C@@H](C)CCCCO[C@H]1CN(C)CC1CCCCC1 returned NSD2 block 0.
For CS(=O)(=O)Nc1ccc2c(c1)[C@@H]1C[C@H](CC(=O)NCc3cc(F)ccc3F)O[C@@H](CO)[C@@H]1O2 the results were NSD2 block 3.
For C[C@@H]1CN([C@@H](C)CO)C(=O)c2cc(NC(=O)Nc3ccccc3)ccc2O[C@@H](C)CCCCO[C@H]1CN(C)C(=O)Cc1ccccc1 the results were NSD2 block 3.
Screening Cc1noc(C)c1S(=O)(=O)Nc1ccc2c(c1)C(=O)N([C@@H](C)CO)C[C@@H](C)[C@@H](CN(C)C(=O)NC1CCCCC1)O2 returned NSD2 block 6.
`C[C@@H]1CN([C@H](C)CO)C(=O)c2cc(-c3cccc(C#N)c3)cnc2O[C@H]1CN(C)C(=O)C1CC1` gave NSD2 block 1.
For Cc1noc(C)c1S(=O)(=O)N(C)C[C@H]1OCCCC[C@H](C)Oc2ccc(NS(C)(=O)=O)cc2C(=O)N([C@@H](C)CO)C[C@@H]1C the results were NSD2 block 1.
`C/C=C/c1ccc2c(c1)O[C@H](CN(C)CC1CC1)[C@H](C)CN([C@@H](C)CO)S2(=O)=O` gave NSD2 block 27.
Screening C[C@@H]1CN([C@@H](C)CO)C(=O)Cc2cc(NS(=O)(=O)c3ccc(Cl)cc3)ccc2O[C@H]1CN(C)C(=O)Nc1ccccc1 returned NSD2 block 2.
For Cc1ccc(S(=O)(=O)N(C)C[C@H]2Oc3ccc(NC(=O)C4CC4)cc3CC(=O)N([C@@H](C)CO)C[C@@H]2C)cc1 the results were NSD2 block 9.
Screening N#Cc1sc2nc3ccccc3n2c1/N=C/N1CCOCC1 returned NSD2 block -4.
For CO[C@H](CN(C)C(=O)Nc1ccc(C(F)(F)F)cc1)[C@@H](C)CN(Cc1ccccc1Cl)[C@@H](C)CO the results were NSD2 block 7.
For O=C(C[C@@H]1C[C@H]2c3cc(NC(=O)NC4CCCCC4)ccc3O[C@H]2[C@H](CO)O1)NCC1CC1 the results were NSD2 block 3.
`CCCCCCCCCCC/C=C\C(C)(C)/C=C\CCCC(=O)O` gave NSD2 block -7.
For O=C(O)C[C@H]1C[C@H]2c3cc(NC(=O)Nc4ccccc4)ccc3O[C@H]2[C@@H](CO)O1 the results were NSD2 block 5.
Cc1noc(C)c1S(=O)(=O)Nc1ccc2c(c1)C(=O)N([C@@H](C)CO)C[C@H](C)[C@H](CN(C)Cc1ccccc1)OCCCC[C@@H](C)O2 was read as NSD2 block -3.
`Cc1cc(C)nc(SCC(=O)Nc2nonc2N)n1` gave NSD2 block 2.
`COc1ccc(NC(=O)Nc2cccc3c2O[C@H](CN(C)C)[C@H](C)CN([C@@H](C)CO)C3=O)cc1` gave NSD2 block -6.
For C[C@H](CO)N1C[C@H](C)[C@H](CN(C)C(=O)Nc2ccc3c(c2)OCO3)OCCCC[C@H](C)Oc2ccc(NC(=O)c3ccncc3)cc2C1=O the results were NSD2 block 3.
Cc1ccc(S(=O)(=O)Nc2ccc3c(c2)C(=O)N([C@@H](C)CO)C[C@@H](C)[C@H](CN(C)CC2CC2)O3)cc1 was read as NSD2 block 7.

Quoted at random: 5 compounds from above, in no set order.
For Cc1noc(C)c1S(=O)(=O)N(C)C[C@H]1OCCCC[C@H](C)Oc2ccc(NS(C)(=O)=O)cc2C(=O)N([C@@H](C)CO)C[C@@H]1C the results were NSD2 block 1.
`COc1ccc(NC(=O)Nc2cccc3c2O[C@H](CN(C)C)[C@H](C)CN([C@@H](C)CO)C3=O)cc1` gave NSD2 block -6.
Screening Cc1noc(C)c1S(=O)(=O)Nc1ccc2c(c1)C(=O)N([C@@H](C)CO)C[C@@H](C)[C@@H](CN(C)C(=O)NC1CCCCC1)O2 returned NSD2 block 6.
`CCCCCCCCCCC/C=C\C(C)(C)/C=C\CCCC(=O)O` gave NSD2 block -7.
Screening C[C@@H]1CN([C@@H](C)CO)C(=O)c2cc(NC(=O)c3ccccc3)ccc2O[C@@H](C)CCCCO[C@H]1CN(C)CC1CCCCC1 returned NSD2 block 0.

Later entries
`O=C(CCCCC(=O)N/N=C\c1ccc2ccccc2n1)NO` gave NSD2 block -1.
`C[C@@H]1CN([C@@H](C)CO)C(=O)c2cc(-c3cccc(F)c3)cnc2O[C@@H]1CN(C)C(=O)Nc1cc(F)ccc1F` gave NSD2 block -2.
`CCCC#Cc1cnc2c(c1)C(=O)N([C@H](C)CO)C[C@@H](C)[C@H](CN(C)C(=O)c1cnccn1)O2` gave NSD2 block 2.
`C[C@H](CO)N1C[C@H](C)[C@@H](CN(C)C(=O)Nc2ccc(F)cc2)Oc2ccc(NS(=O)(=O)c3ccccc3)cc2C1=O` gave NSD2 block 0.
`C[C@H](CO)N1C[C@H](C)[C@H](CN(C)Cc2cccnc2)Oc2cc(Br)ccc2S1(=O)=O` gave NSD2 block 3.
Screening C[C@H]1CN([C@@H](C)CO)C(=O)c2cc(C#Cc3ccccc3F)cnc2O[C@H]1CN(C)C(=O)Cc1ccccc1 returned NSD2 block 0.
C[C@H]1CN([C@@H](C)CO)C(=O)c2cc(C#Cc3ccc(F)cc3)cnc2O[C@H]1CN(C)C was read as NSD2 block -2.
`C[C@@H]1CCCCO[C@@H](CN(C)CC2CCCCC2)[C@H](C)CN([C@H](C)CO)C(=O)c2cc(NS(C)(=O)=O)ccc2O1` gave NSD2 block 10.
CNC[C@H]1Oc2cc(C#Cc3ccccc3F)ccc2S(=O)(=O)N([C@@H](C)CO)C[C@@H]1C was read as NSD2 block 7.
For CC(C)NC(=O)Nc1ccc2c(c1)C(=O)N([C@H](C)CO)C[C@@H](C)[C@@H](CN(C)S(=O)(=O)c1ccccc1)O2 the results were NSD2 block 3.
C[C@@H]1CN([C@H](C)CO)C(=O)c2cc(NC(=O)Nc3ccc(C(F)(F)F)cc3)ccc2O[C@@H]1CN(C)Cc1ccc(Cl)c(Cl)c1 was read as NSD2 block -5.
For CNC[C@H]1OCCCC[C@H](C)Oc2ccc(NC(=O)Nc3c(C)noc3C)cc2C(=O)N([C@@H](C)CO)C[C@H]1C the results were NSD2 block 5.
C[C@@H]1CN([C@H](C)CO)C(=O)c2cc(NC(=O)c3ccncc3)ccc2O[C@@H](C)CCCCO[C@@H]1CN(C)C(=O)Nc1cccc2ccccc12 was read as NSD2 block -5.
Screening C[C@@H]1CN([C@H](C)CO)C(=O)c2cc(NC(=O)CCCCCC(=O)Nc3ccccc3N)ccc2O[C@H]1CN(C)C(=O)NC1CCCCC1 returned NSD2 block 3.
COC(=O)C[C@H]1C[C@H]2c3cc(NS(=O)(=O)c4ccccc4)ccc3O[C@H]2[C@@H](CO)O1 was read as NSD2 block -3.
`C[C@H]1CN([C@@H](C)CO)C(=O)c2cccc(NC(=O)CCCCCC(=O)Nc3ccccc3N)c2O[C@@H]1CN(C)S(=O)(=O)c1ccc(Cl)cc1` gave NSD2 block -7.
Screening CCCCCCCCCCCCCCCC(=O)C1C(=O)OC(CO)C1=O (stereo not given) returned NSD2 block 12.
Screening CC(C)NC(=O)N(C)C[C@@H]1Oc2ccc(NS(=O)(=O)c3ccccc3)cc2CC(=O)N([C@@H](C)CO)C[C@H]1C returned NSD2 block 1.
C[C@@H]1CN([C@@H](C)CO)C(=O)c2cccc(NS(=O)(=O)c3cccs3)c2O[C@H]1CN(C)Cc1ccc(C(=O)Nc2ccccc2N)cc1 was read as NSD2 block -4.
C[C@@H]1CN([C@H](C)CO)S(=O)(=O)c2ccc(-c3ccccc3)cc2O[C@@H]1CN(C)C(=O)Cc1ccccc1 was read as NSD2 block -3.
Screening COCC(=O)N(C)C[C@H]1Oc2ncc(C#Cc3ccc(OC)cc3)cc2C(=O)N([C@H](C)CO)C[C@@H]1C returned NSD2 block 5.
Screening COc1ccc2c(c1)C(=O)N(CCc1ccc(S(=O)(=O)NC(=O)NC3CCCCC3)cc1)C(=O)C2(C)C returned NSD2 block 0.
Screening CCCC#Cc1ccc2c(c1)O[C@@H](CN(C)C(=O)c1cccnc1)[C@H](C)CN([C@H](C)CO)S2(=O)=O returned NSD2 block 2.
Screening COc1ccc(S(=O)(=O)N(C)C[C@@H]2Oc3c(NS(=O)(=O)c4cn(C)cn4)cccc3C(=O)N([C@H](C)CO)C[C@@H]2C)cc1 returned NSD2 block 1.
COc1ccc(O)c(/C=N/NC(=O)c2cccc(C(=O)NO)c2)c1 was read as NSD2 block 4.
Screening C[C@H](NC(=O)C[C@@H]1C[C@H]2c3cc(NC(=O)C4CCC4)ccc3O[C@H]2[C@H](CO)O1)c1ccccc1 returned NSD2 block 2.
COc1ccc(NC(=O)N(C)C[C@H]2Oc3ccc(NS(=O)(=O)c4cccs4)cc3CC(=O)N([C@@H](C)CO)C[C@@H]2C)cc1 was read as NSD2 block 6.
`C[C@@H]1CN([C@H](C)CO)C(=O)c2cc(C#Cc3ccc(F)cc3)cnc2O[C@@H]1CN(C)S(C)(=O)=O` gave NSD2 block -2.
Screening CCCC#Cc1ccc2c(c1)O[C@H](CN(C)Cc1cccnc1)[C@@H](C)CN([C@H](C)CO)S2(=O)=O returned NSD2 block 49.
`C[C@@H]1CN([C@@H](C)CO)C(=O)c2cc(NC(=O)C3CCCCC3)ccc2O[C@H]1CN(C)Cc1ccc2c(c1)OCO2` gave NSD2 block 0.

Overlap with the part before: 2 compounds, followed by the next part.
Screening CCCC#Cc1ccc2c(c1)O[C@H](CN(C)Cc1cccnc1)[C@@H](C)CN([C@H](C)CO)S2(=O)=O returned NSD2 block 49.
`C[C@@H]1CN([C@@H](C)CO)C(=O)c2cc(NC(=O)C3CCCCC3)ccc2O[C@H]1CN(C)Cc1ccc2c(c1)OCO2` gave NSD2 block 0.
Screening C[C@@H]1CCCCO[C@H](CN(C)S(=O)(=O)c2ccccc2)[C@@H](C)CN([C@@H](C)CO)C(=O)c2cc(NC(=O)Nc3ccc(C(F)(F)F)cc3)ccc2O1 returned NSD2 block -3.
Screening C[C@H]1CN([C@@H](C)CO)C(=O)c2cc(C3=CCCCC3)cnc2O[C@@H]1CN(C)C(=O)Nc1cccc(F)c1 returned NSD2 block -5.
`CCCNC(=O)N(C)C[C@@H]1Oc2cc(C#CC3CC3)ccc2S(=O)(=O)N([C@H](C)CO)C[C@@H]1C` gave NSD2 block 3.
Screening C[C@@H]1CN([C@@H](C)CO)C(=O)c2cc(C#CC(C)(C)O)cnc2O[C@H]1CN(C)Cc1cncnc1 returned NSD2 block -95.
For C[C@@H]1CN([C@@H](C)CO)C(=O)Cc2cc(NC(=O)Nc3cccc4ccccc34)ccc2O[C@H]1CN(C)S(=O)(=O)c1ccccc1 the results were NSD2 block -5.
Screening C[C@H]1CN([C@@H](C)CO)C(=O)Cc2cc(NC(=O)C3CC3)ccc2O[C@H]1CN(C)CC1CCCCC1 returned NSD2 block 3.
For C[C@@H]1CN([C@H](C)CO)C(=O)c2cc(NS(=O)(=O)c3ccc(F)cc3)ccc2O[C@@H]1CN(C)Cc1ccncc1 the results were NSD2 block 0.
For C[C@@H]1CN([C@H](C)CO)C(=O)Cc2cc(NC(=O)C3CC3)ccc2O[C@H]1CN(C)C(=O)Nc1ccc2c(c1)OCO2 the results were NSD2 block 3.
`O=C(C[C@@H]1CC[C@H](NC(=O)C2CC2)[C@H](CO)O1)Nc1ccccc1` gave NSD2 block -2.
Screening O=C(C[C@@H]1C[C@H]2c3cc(NC(=O)Nc4ccccc4F)ccc3O[C@H]2[C@H](CO)O1)NCc1ccccn1 returned NSD2 block -1.
C[C@@H]1O[C@@H](OC[C@H]2OC(Oc3c(-c4ccc(OCCO)c(OCCO)c4)oc4cc(OCCO)cc(O)c4c3=O)[C@H](O)[C@@H](O)[C@@H]2O)[C@H](O)[C@H](O)[C@H]1O (stereo not given in full) was read as NSD2 block -2.
For Cc1noc(C)c1NC(=O)Nc1ccc2c(c1)C(=O)N([C@H](C)CO)C[C@@H](C)[C@H](CN(C)C)OCCCC[C@@H](C)O2 the results were NSD2 block -1.
Screening Cc1noc(C)c1S(=O)(=O)N(C)C[C@H]1OCc2cn(nn2)CCCC(=O)N([C@H](C)CO)C[C@H]1C returned NSD2 block 4.
NC(N)=Nc1ccc(Cl)cc1 was read as NSD2 block 19.
Screening C[C@@H]1CN([C@@H](C)CO)S(=O)(=O)c2ccc(-c3cccc(C#N)c3)cc2O[C@H]1CN(C)C(=O)c1cccnc1 returned NSD2 block 2.
`CC(=O)N(C)C[C@@H]1Oc2ncc(C#Cc3ccccn3)cc2C(=O)N([C@H](C)CO)C[C@H]1C` gave NSD2 block 1.
COc1ccccc1NC(=O)N(C)C[C@H]1OCc2ccccc2-c2ccccc2C(=O)N([C@@H](C)CO)C[C@@H]1C was read as NSD2 block 3.
`C[C@H](CO)N1C[C@H](C)[C@H](CN(C)C(=O)Cc2cccnc2)Oc2ncc(C#CC3(O)CCCC3)cc2C1=O` gave NSD2 block -1.
For C[C@@H]1CN([C@@H](C)CO)C(=O)Cc2cc(NC(=O)Cc3ccccc3)ccc2O[C@@H]1CN(C)Cc1ccc(C(F)(F)F)cc1 the results were NSD2 block -4.
For CN1CCN(C(=O)C[C@H]2C[C@H]3c4cc(NC(=O)Cc5ccncc5)ccc4O[C@H]3[C@H](CO)O2)CC1 the results were NSD2 block -1.
Screening COc1c(O[C@@H]2O[C@H](CO)[C@@H](O)[C@H](O)[C@H]2O)cc2oc(-c3ccc(O)cc3)cc(=O)c2c1O returned NSD2 block 9.
Screening C[C@@H]1CCCCO[C@H](CN(C)C(=O)CCC(F)(F)F)[C@@H](C)CN([C@@H](C)CO)C(=O)c2cc(N(C)C)ccc2O1 returned NSD2 block -26.
O=C(C[C@H]1C[C@H]2c3cc(NS(=O)(=O)c4ccccc4)ccc3O[C@H]2[C@H](CO)O1)N1CCCCC1 was read as NSD2 block 1.

A portion of the library; the hit share may differ from the screen's.
